# Tat transport: blocks Tat-dependent protein export in E. coli; E. coli MC4100 TorA-mCherry Tat export, fluorescence; inhibition, % at 10 µM; hit rate 0.036% among 340,000; AID 488895;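 active = mean replicate inhibition at least 50% and at least half of replicates individually reaching 50%; inconclusive = only one of the two criteria met; inactive = neither criterion met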;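 note: exported cargo escapes ClpAP degradation while cytoplasmic cargo is degraded and loses fluorescence; 0% = median of neutral control wells and 100% = median of NaSCN control wells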
# Wnt bcat act: activates Wnt/beta-catenin signaling in a reporter cell assay. activator, plate reader. activation, % at 9.35 µM. hit rate 1.2% among 300,000. AID 743398; in the data active = activation above about 30%, passing the limit was not always enough; inconclusive = no clear call, values can overlap the other calls;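 note: 0% = neutral control wells and 100% = positive control wells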
# PvdQ acylase: blocks Pseudomonas aeruginosa PvdQ acylase activity; purified PvdQ acylase, fluorescence plate reader; inhibition, % at 10 µM; hit rate 0.063% among 340,000; in the data active = inhibition above about 30%, passing the limit was not always enough; inconclusive = no clear call, values can overlap the other calls;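 note: 0% = vehicle neutral wells and 100% = reference inhibitor wells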
# Rtt109 HAT inh: blocks Candida albicans Rtt109/Vps75 acetyltransferase activity. purified Rtt109/Vps75, ThioGlo CoA-SH fluorescence, 4 h. inhibition, % at 34.9 µM. hit rate 0.16% among 330,000. AID 540336;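 active = inhibition of at least 50% in every replicate; inconclusive = best replicate reaches 50% inhibition but some replicates fall short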
# CAL PDZ FP: inhibitors of human CAL PDZ peptide binding. hit rate 0.02% among 330,000. Q9HD26. AID 504414. purified CAL PDZ, TMR-peptide fluorescence polarization, 1 h. inhibition, % at 20 µM;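 active = highest replicate inhibition of at least 40%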;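 note: plate controls were DMSO neutral control wells for no effect and unlabeled competitor peptide control wells for full effect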
#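 Read-out basis: mP drop reported as inhibition | Assay system: Tagged CAL PDZ protein CerCALP, purified | Benchmarks: Unlabelled peptide for full inhibition, DMSO wells as neutral | Schedule: 1 h incubation at room temperature before polarization reading | Buffer or medium: Sodium phosphate/NaCl buffer pH 7.4 with TCEP, IgG, Thesit | Doses: Single point, 20 µM | Measured by: Fluorescence polarization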
# AddAB inh: less growth of phage-infected E. coli with AddAB; E. coli expressing H. pylori AddAB, absorbance growth; inhibition, % at 11.9 µM; hit rate 0.29% among 330,000; in the data active = inhibition above about 12%;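 note: 0% = vehicle wells of infected cells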
# E coli growth: reduces bacterial viability in AddAB counter-screen; E. coli V3065 growth, OD600 absorbance, 18 h; inhibition, % at 11.9 µM; hit rate 0.27% among 330,000; AID 449728;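 active = inhibition above the campaign's mean inhibition across all tested compounds plus 3 SD, cut at about 9.9% in these data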;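 note: uninfected addAB+ strain grown without phage in ampicillin broth; 0% = DMSO wells and 100% = ciprofloxacin 0.95 µg/ml wells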
# DAGLB inh: blocks human DAGLB lipase activity. Q8NCG7. HEK293T DAGLB membrane lysate, EnzChek fluorogenic substrate. inhibition, % at 5.17 µM. hit rate 0.059% among 340,000; in the data active = inhibition above about 34%;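 note: 0% = enzyme with vehicle and 100% = wells lacking enzyme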
# Target sequence (Q8NCG7 whole entry, looked up): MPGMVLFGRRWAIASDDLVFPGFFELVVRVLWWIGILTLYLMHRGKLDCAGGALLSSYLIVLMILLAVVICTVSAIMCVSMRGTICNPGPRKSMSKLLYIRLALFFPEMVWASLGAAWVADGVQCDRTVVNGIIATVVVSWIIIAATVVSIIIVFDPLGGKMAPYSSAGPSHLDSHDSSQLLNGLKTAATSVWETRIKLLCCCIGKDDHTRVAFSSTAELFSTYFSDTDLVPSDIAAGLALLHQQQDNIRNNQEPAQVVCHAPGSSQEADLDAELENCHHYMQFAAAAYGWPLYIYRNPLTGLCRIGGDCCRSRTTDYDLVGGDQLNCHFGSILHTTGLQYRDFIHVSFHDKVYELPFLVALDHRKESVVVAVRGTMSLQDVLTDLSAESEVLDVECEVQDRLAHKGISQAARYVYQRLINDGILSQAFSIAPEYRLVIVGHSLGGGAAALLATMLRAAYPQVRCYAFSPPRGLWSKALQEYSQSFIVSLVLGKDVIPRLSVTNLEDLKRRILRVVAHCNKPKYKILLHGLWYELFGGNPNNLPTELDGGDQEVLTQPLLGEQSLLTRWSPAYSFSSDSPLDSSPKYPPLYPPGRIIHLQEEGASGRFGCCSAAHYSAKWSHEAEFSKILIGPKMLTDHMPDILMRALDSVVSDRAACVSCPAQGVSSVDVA
# PfHsp90 yeast 2: inhibits growth of yeast expressing Plasmodium falciparum Hsp90; S. cerevisiae expressing PfHsp90, BacTiter-Glo ATP, 48 h; yeast lacking PDR1 and PDR3 efflux regulators; inhibition, % at 9.4 µM; hit rate 0.32% among 310,000; AID 504621;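 active = every replicate shows inhibition above about 80%, whatever the replicate mean, limit read from the data; inconclusive = mean inhibition reaches the set limit but some replicate falls short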;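 note: 0% = DMSO neutral controls and 100% = 20 µM radicicol positive controls; yeast relying on Plasmodium falciparum Hsp90 in place of its own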
# phage Ecoli inh: E. coli growth loss with phage present; growth absorbance; inhibition, % at 11.9 µM; hit rate 0.26% among 360,000; in the data active = inhibition above about 11%
# Active calls of the source: *; ? = inconclusive; . = not tested or not shown; & = joins results of further samples.
[1] CC(=O)N1C(=O)N(C(C)=O)C2C1N(C(C)=O)C(=O)N2C(C)=O (stereo not drawn)
[2] Cc1c2ccccc2nc2ccccc12
[3] Cc1ccc(OCCCCN2CCCC(C)C2)c([N+](=O)[O-])c1 (stereo not drawn)
[4] CCOc1ccccc1CN1CCNC(=O)C1CC(=O)NCCC1=CCCCC1 (stereo not drawn)
[5] CCOC(=O)c1ccc(NC(=S)N(CCCN2CCN(CC)CC2)Cc2ccco2)cc1
[6] CC1CCN(C(=O)CCNS(=O)(=O)c2ccc3c(c2)c(=O)n(C)c(=O)n3C)CC1
assay / compound | 1 | 2 | 3 | 4 | 5 | 6
Tat transport | 5 | -2 | 1 | 5 | 0 | -4
Wnt bcat act | -3 | -3 | -3 | 1 | -4 | 2
PvdQ acylase | -16 | -16 | -14 | -3 | -11 | -8
Rtt109 HAT inh | . | -4 | 7 | 3 | -12 | 5
CAL PDZ FP | -1.5 | 0.3 | -0.3 | -0.4 | -2.0 | -0.1
AddAB inh | 3.7 | 1.9 | 5.7 | -0.3 | 0.3 | -1.3
E coli growth | -1.3 | -1.1 | 0.8 | 0.0 | 1.3 | -2.2
DAGLB inh | 2 | 10 | 1 | 3 | 1 | 4
PfHsp90 yeast 2 | . | 14 | 22 | -1 | . | -9
phage Ecoli inh | 1.9 | 0.8 | 4.6 | 1.1 | 1.9 | 2.0

[7] O=C(CSc1cccc2cccnc12)Nc1ccc(S(=O)(=O)N2CCOCC2)cc1
[8] CC(=O)C1C(c2ccccc2)c2c(n[nH]c2C)CC1(C)O (stereo not drawn)
[9] CC(=O)Nc1ccc(SCC(=O)N(C)C2CCS(=O)(=O)C2)cc1 (stereo not drawn)
[10] COc1ccc(C(C)=O)cc1CSc1nc2nc(C)cc(C)n2n1
[11] Cc1ccc2c(c1C)NC(C(=O)O)C1CC=CC21 (stereo not drawn)
[12] CCOc1ccc(Br)cc1CNCc1cccnc1
assay / compound | 7 | 8 | 9 | 10 | 11 | 12
Tat transport | 5 | 0 | 9 | -1 | -2&0 | 12
Wnt bcat act | 2 | 5 | 7 | 0 | -1 | -1
PvdQ acylase | -11 | -5 | 7 | -5 | 2&-8 | 8
Rtt109 HAT inh | 6 | 7 | ? | 10 | 4&4 | 11
CAL PDZ FP | -1.1 | -1.8 | -1.7 | -3.6 | 0.3 | -2.8
AddAB inh | -3.0 | 1.8 | 0.0 | 3.9 | -0.4 | .
E coli growth | -5.1 | 0.2 | 1.4 | 0.8 | -3.6 | .
DAGLB inh | -4 | -4 | 0 | 4 | 5 | 0
PfHsp90 yeast 2 | 6 | -18 | . | . | -2 | -13
phage Ecoli inh | -1.2 | -0.2 | -1.2 | -0.3 | . | 2.4

[13] CCOc1ccc(NC(=O)Nc2cc(-c3ccccc3)sc2C(=O)OC)cc1
[14] CC(C)C(=O)N[C@@H]1c2ccccc2CC[C@@H]1O
[15] O=C(NCc1ccco1)c1ccc(Cl)c(S(=O)(=O)N2CCCC2)c1
[16] COc1ccc(-c2nc(C#N)c(NCCCN3CCOCC3)o2)cc1
[17] CCOC(=O)C1CCCN(C(=O)CC(c2ccccc2)c2ccccc2)C1 (stereo not drawn)
[18] CCOc1ccc(C(=O)Nc2cc(S(=O)(=O)Nc3ccccc3Cl)ccc2N2CCOCC2)cc1
assay / compound | 13 | 14 | 15 | 16 | 17 | 18
Tat transport | -3 | -3 | 2 | 0 | 6 | -6
Wnt bcat act | -1 | -3 | -3 | -1 | . | -2
PvdQ acylase | 14 | -1 | -4 | 13 | 4 | 4
Rtt109 HAT inh | -8 | 2 | 1 | -4 | 12 | 18
CAL PDZ FP | 0.2 | -0.5 | -0.4 | -1.3 | 0.2 | -0.8
AddAB inh | 2.2 | 0.7 | 1.6 | 0.9 | 1.6 | 2.7
E coli growth | -0.1 | -1.2 | -0.1 | -1.4 | 0.6 | 2.8
DAGLB inh | -8 | -2 | -2 | -4 | -2 | 1
PfHsp90 yeast 2 | 7 | -5 | -10 | -11 | 0 | 1
phage Ecoli inh | 1.5 | 1.3 | -0.9 | 3.0 | 1.1 | 2.5

# Sorted by the number under AddAB inh (ascending): some entries from above
item | canonical_smiles | AddAB inh
15 | O=C(NCc1ccco1)c1ccc(Cl)c(S(=O)(=O)N2CCCC2)c1 | 1.6
8 | CC(=O)C1C(c2ccccc2)c2c(n[nH]c2C)CC1(C)O (stereo not drawn) | 1.8
10 | COc1ccc(C(C)=O)cc1CSc1nc2nc(C)cc(C)n2n1 | 3.9

# Other compounds follow:
[19] Cc1ccc(NC(=O)C2CCCN(S(=O)(=O)c3cccnc3)C2)c(C)c1 (stereo not drawn)
[20] Cc1cc(/C=N/NC(=O)c2ccncc2)c(C)n1-c1ccccc1
[21] CCOc1cc(C(=S)N2CCCCC2)ccc1OCC(=O)NCc1ccccc1
[22] C/C(=N/NC(=O)Cc1cccn1C)c1ccccc1
[23] COc1ccc(S(=O)(=O)NCC(=O)NCCc2ccc(OC)c(OC)c2)cc1
[24] COc1ccccc1CNCC(=O)N1CC(=O)Nc2ccccc21
[25] CCN(C(=O)CSc1nnc(C)c(=O)[nH]1)c1cccc2ccccc12
assay / compound | 19 | 20 | 21 | 22 | 23 | 24 | 25
Tat transport | -8 | -5 | -1 | 3 | . | 2 | -7
Wnt bcat act | -1 | 23 | . | -2 | -1 | -2 | 1
PvdQ acylase | -11 | 7 | -8 | -1 | . | -4 | -22
Rtt109 HAT inh | -6 | 16 | 1 | 3 | . | . | 0
CAL PDZ FP | -2.3 | -0.7 | -2.9 | -0.9 | . | 1.5 | -2.8
AddAB inh | 0.8 | 1.7 | -0.8 | 2.5 | 2.4 | 0.2 | 0.2
E coli growth | 1.1 | 1.6 | 0.1 | 2.9 | -0.2 | -2.4 | -0.8
DAGLB inh | 3 | -1 | -5 | -2 | . | 1 | -3
PfHsp90 yeast 2 | -23 | -6 | . | 5 | . | -36 | -5
phage Ecoli inh | 1.1 | 3.0 | -0.3 | 2.8 | 3.0 | 1.1 | 0.3

# Ten entries from above in another layout:
# Values in the order – Tat transport, Wnt bcat act, PvdQ acylase, Rtt109 HAT inh, CAL PDZ FP, AddAB inh, E coli growth, DAGLB inh, PfHsp90 yeast 2, phage Ecoli inh
(15) O=C(NCc1ccco1)c1ccc(Cl)c(S(=O)(=O)N2CCCC2)c1
 : 2, -3, -4, 1, -0.4, 1.6, -0.1, -2, -10, -0.9
(16) COc1ccc(-c2nc(C#N)c(NCCCN3CCOCC3)o2)cc1
 : 0, -1, 13, -4, -1.3, 0.9, -1.4, -4, -11, 3.0
(17) CCOC(=O)C1CCCN(C(=O)CC(c2ccccc2)c2ccccc2)C1 (stereo not drawn)
 : 6, ., 4, 12, 0.2, 1.6, 0.6, -2, 0, 1.1
(18) CCOc1ccc(C(=O)Nc2cc(S(=O)(=O)Nc3ccccc3Cl)ccc2N2CCOCC2)cc1
 : -6, -2, 4, 18, -0.8, 2.7, 2.8, 1, 1, 2.5
(19) Cc1ccc(NC(=O)C2CCCN(S(=O)(=O)c3cccnc3)C2)c(C)c1 (stereo not drawn)
 : -8, -1, -11, -6, -2.3, 0.8, 1.1, 3, -23, 1.1
(20) Cc1cc(/C=N/NC(=O)c2ccncc2)c(C)n1-c1ccccc1
 : -5, 23, 7, 16, -0.7, 1.7, 1.6, -1, -6, 3.0
(21) CCOc1cc(C(=S)N2CCCCC2)ccc1OCC(=O)NCc1ccccc1
 : -1, ., -8, 1, -2.9, -0.8, 0.1, -5, ., -0.3
(22) C/C(=N/NC(=O)Cc1cccn1C)c1ccccc1
 : 3, -2, -1, 3, -0.9, 2.5, 2.9, -2, 5, 2.8
(23) COc1ccc(S(=O)(=O)NCC(=O)NCCc2ccc(OC)c(OC)c2)cc1
 : ., -1, ., ., ., 2.4, -0.2, ., ., 3.0
(24) COc1ccccc1CNCC(=O)N1CC(=O)Nc2ccccc21
 : 2, -2, -4, ., 1.5, 0.2, -2.4, 1, -36, 1.1
